# ASAP1 inh – ASAP1 ArfGAP inhibition. Q9ULH1. ASAP1-stimulated ARF1 GTP hydrolysis, GDP FP detection. inhibition, % at 16.5 µM. 360,000 compounds, 0.19% hits; in the data active = inhibition above about 25%;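 also: 0% = vehicle with enzyme and substrate and 100% = no enzyme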
# Tn7 DDE FP – DD(E)-Tn7 binding inhibition, primary FP screen | 370,000 compounds, 0.13% hits | P02675 | FP displacement of FITC-Tn7 peptide from fibrin DD(E); 0% = median of compound wells per plate | inhibition, % at 8.3 µM;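 active = inhibition above the mean of compounds falling within the control limits plus 3 SD of them, cut at about 14% in these data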;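 also: 0% = plate median of compound wells and 100% = 10 µM Aha-Tn7 peptide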
#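 Assay system: human fibrin DD(E). Input: DD(E) 2 µM final. Medium: Tris buffer with calcium and detergent, pH 7.8. Compound dosing: single point at 8.3 µM. Timing: 10 min plus 3 h, room temperature. Technique: fluorescence polarization of the labelled Tn7 tracer. Read-out: percent inhibition. Replicates: singlicate testing.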
# proKLK7 act – activators of human kallikrein-7 zymogen | P49862 | purified proKLK7, EDANS-DABCYL substrate fluorescence; 100% is mature enzyme control, 0% vehicle | activation, % at 7 µM | 370,000 compounds, 0.9% hits | AID 652039;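 active = activation above the mean of all tested compounds plus 3 SD, computed per campaign excluding outliers beyond control limits, cut at about 13% in these data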
# Target sequence (P49862 whole entry, looked up): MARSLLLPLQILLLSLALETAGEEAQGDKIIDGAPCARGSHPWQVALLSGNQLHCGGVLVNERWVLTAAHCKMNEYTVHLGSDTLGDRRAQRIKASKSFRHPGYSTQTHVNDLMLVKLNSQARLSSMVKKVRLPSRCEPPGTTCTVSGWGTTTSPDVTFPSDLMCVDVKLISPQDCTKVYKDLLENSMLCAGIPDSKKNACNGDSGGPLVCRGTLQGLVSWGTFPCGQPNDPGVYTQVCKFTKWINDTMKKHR
# ARFGAP1 inhibitor – inhibitors of rat ARFGAP1; Q62848; Arfgap1-stimulated ARF1 GTP hydrolysis, GDP FP detection; inhibition, % at 16.5 µM; 360,000 compounds, 0.26% hits;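 active = inhibition above a per-plate limit, mean inhibition of low control wells plus 3 SD, cut at about 25% in these data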;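 also: 0% = DMSO wells with enzyme and 100% = wells lacking Arfgap1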
# Target sequence (Q62848 1-136 limits assumed): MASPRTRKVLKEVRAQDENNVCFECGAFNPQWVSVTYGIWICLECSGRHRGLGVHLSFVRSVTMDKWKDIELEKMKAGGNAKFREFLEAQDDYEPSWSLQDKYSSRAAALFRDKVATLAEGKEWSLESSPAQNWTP
#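 system = rat Arfgap1 catalytic domain, aa 1-136 | technique = FP, GDP Alexa 633 tracer displaced from anti-GDP antibody, 620/688 nm | compound = one concentration, 16.5 µM, DMSO 1.26% | medium = HEPES-based buffer, pH 7.5 | timing = compound-enzyme preincubation 20 min, reaction 120 min, detection 60 min, 25 °C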
# TDP2 inh – TDP2 (human) inhibition, absorbance primary screen; recombinant TDP2, T5PNP hydrolysis, p-nitrophenol absorbance 415 nm; inhibition, % at 12.8 µM; 370,000 compounds, 0.34% hits;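 active = inhibition above the mean of all tested compounds plus 3 SD, set per campaign, cut at about 25% in these data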;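 also: 0% = DMSO with enzyme and 100% = buffer with substrate but no TDP2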
# Target sequence (O95551 whole entry, looked up): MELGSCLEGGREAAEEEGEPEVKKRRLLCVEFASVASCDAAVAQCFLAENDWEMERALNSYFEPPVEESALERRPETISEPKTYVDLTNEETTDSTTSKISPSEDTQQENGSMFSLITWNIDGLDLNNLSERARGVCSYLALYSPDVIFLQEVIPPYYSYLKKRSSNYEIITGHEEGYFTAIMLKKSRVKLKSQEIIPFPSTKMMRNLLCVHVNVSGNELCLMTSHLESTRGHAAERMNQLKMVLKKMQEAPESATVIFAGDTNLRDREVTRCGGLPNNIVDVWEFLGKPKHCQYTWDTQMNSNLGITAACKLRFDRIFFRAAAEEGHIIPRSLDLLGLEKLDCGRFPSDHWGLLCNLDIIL
#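 Test system: human TDP2 enzyme; Input: 120 nM TDP2 per well; Buffer or medium: Mg2+-containing Tris-HCl buffer, pH 7.5; Reagent: 5 mM T5PNP; Dosing: 12.8 µM single point, 1% DMSO; Incubation: reaction 2 h, 37 °C; Detection: p-Nitrophenol epi absorbance; Read-out: % inhibition relative to enzyme-containing and enzyme-free wells; Replicates: single well per compound.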
# ADAM17 inh – inhibits human ADAM17; recombinant ADAM17, EDANS/DABCYL FRET peptide cleavage; inhibition, % at 6.95 µM; 370,000 compounds, 0.83% hits; AID 720648;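 active = inhibition above the mean of compounds lying between control limits plus 3 SD, set per campaign, cut at about 8.5% in these data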;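 also: 0% = DMSO-only wells as the low control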
# LEDGF integ inh – blocks HIV-1 LEDGF/p75-dependent DNA integration | TR-FRET IN-LEDGF/p75 DNA integration, Eu/Cy5 | inhibition, % at 3.7 µM | 370,000 compounds, 0.64% hits | AID 743269;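 active = inhibition above the screen-wide mean plus 3 SD, cut at about 13% in these data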;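 also: signal is the Cy5 over europium emission ratio at 671 and 618 nm; 0% = plate median of compound wells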
# ADAM10 inh – ADAM10 inhibition, QFRET primary screen; O14672; recombinant ADAM10, EDANS/DABCYL FRET peptide cleavage, 3 h; inhibition, % at 7 µM; 370,000 compounds, 0.62% hits; AID 720582;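 active = inhibition above a per-campaign cutoff equal to the mean of compounds falling between control-based bounds plus 3 SD, cut at about 20% in these data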;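 also: 0% = DMSO wells while the 100% control is not disclosed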
# PLCg1 inh – blocks human PLC-gamma1 enzyme activity; purified PLC-gamma1, fluorogenic substrate, fluorescence; 370,000 compounds, 0.84% hits; inhibition, % at 12.2 µM; in the data active = inhibition above about 9.5%
# DDE Tn6 FP inh – DD(E)-Tn6 binding inhibition, primary FP screen | inhibition, % at 8.3 µM | Fibrin DD(E) TRITC-Tn6 fluorescence polarization displacement | 370,000 compounds, 0.21% hits | P02675;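 active = inhibition above a per-campaign cutoff: mean of compounds within control limits plus 3 SD, cut at about 15% in these data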;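 also: 0% = median of all compound wells on the plate and 100% = blocking peptide control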
# * hit, by the source's call.
[1] COc1ccc(NC(=O)CCNS(=O)(=O)c2cccc3nonc23)cc1
[2] CCC(=O)C(C#N)(c1ccc(OC)c(OC)c1)C(C)C (stereo not drawn)
[3] COc1cc(/C=C/CNC[C@H]2O[C@@H](n3cc(C)c(=O)[nH]c3=O)C[C@@H]2O)ccc1O
[4] CCc1ccc(N(C(C)=O)C2C=CS(=O)(=O)C2)cc1 (stereo not drawn)
[5] Cc1csc(CN(C)C(=O)CC2C(=O)NCCN2Cc2ccc(-c3ccccc3)cc2)n1 (stereo not drawn)
[6] CCC(c1nnc(SCCNCCO)n1CCN1CCOCC1)N(C)C (stereo not drawn)
[7] COc1cccc(-n2nc(C(N)=O)c(O)cc2=O)c1
[8] S=C(NCC1(c2ccccc2)CCCC1)Nc1ccccc1
[9] COC(=O)C(CCSC)NC(=O)CNC(=O)C1CCCCC1 (stereo not drawn)
[10] O=C(Nc1ccc2oc(-c3cccnc3)nc2c1)c1ccco1

assay / compound,1,2,3,4,5,6,7,8,9,10
ASAP1 inh,3,-16,8,-1,6,-10,6,3,3,1
Tn7 DDE FP,-2,7,0,-8,0,-1,-5,2,-5,3
proKLK7 act,0.3,0.6,1.2,0.4,0.5,-0.4,-0.5,0.0,0.2,5.1
ARFGAP1 inhibitor,9,-3,5,8,11,-1,6,7,-8,-7
TDP2 inh,2,-2,-3,-5,-2,4,8,-2,8,-2
ADAM17 inh,-1,1,1,3,-2,-4,-2,1,-5,-87
LEDGF integ inh,1,0,-4,-1,-3,0,0,-1,0,1
ADAM10 inh,-6,6,-2,6,-13,-3,2,11,2,-303
PLCg1 inh,1,1,-5,3,-5,1,-4,1,0,-175
DDE Tn6 FP inh,-2,6,3,1,-2,6,-2,1,3,3

[11] COc1cc2c(cc1OC)CN(C(=O)CCNS(=O)(=O)c1ccccc1F)CC2
[12] CCCCCCSc1cccc(-c2nc3ccc(C)cn3c2NC2CCCCC2)c1
[13] CCOC(=O)c1sc(-c2ccc(OC)cc2)cc1N
[14] CCc1noc(C)c1C(=O)Nc1nc(-c2cccs2)cs1
[15] CCc1nnc2n1N=C(c1ccc(Cl)cc1Cl)CS2
[16] Cc1ccc(S(=O)(=O)c2nnn3c2nc(N2CCC(C(N)=O)CC2)c2ccccc23)cc1
[17] O=C(Nc1cccc(S(=O)(=O)c2cccc(NC(=O)C3CC3)c2)c1)C1CC1
[18] Cc1ccc(-n2c(SCc3cc(=O)n4ccsc4n3)nnc2-c2cccnc2)c(C)c1
[19] O=C(Oc1nsnc1N1CCOCC1)N1CCCC1
[20] COc1ccccc1NS(=O)(=O)c1cccc(C(=O)NCc2ccco2)c1

assay / compound,11,12,13,14,15,16,17,18,19,20
ASAP1 inh,0,1,9,2,9,-1,3,3,2,-2
Tn7 DDE FP,-9,-6,6,0,4,1,-3,-5,-2,-3
proKLK7 act,1.6,-1.9,0.5,0.3,-0.4,1.3,0.6,0.4,-0.7,0.4
ARFGAP1 inhibitor,-10,0,-3,2,-3,-6,-1,9,12,-1
TDP2 inh,13,7,4,15,22,7,5,7,-3,7
ADAM17 inh,-9,-9,-34,-4,0,-1,0,-3,-4,-3
LEDGF integ inh,-1,1,-2,-1,5,2,0,0,1,-1
ADAM10 inh,-32,-30,-116,4,-3,-5,-3,-2,-8,-2
PLCg1 inh,-30,-36,-34,-4,0,-5,2,2,2,1
DDE Tn6 FP inh,2,1,-3,-3,2,4,4,-6,-1,-2

# An excerpt of these results, with bars between the fields:
No. | molecule | ASAP1 inh | Tn7 DDE FP | proKLK7 act | ARFGAP1 inhibitor | TDP2 inh | ADAM17 inh | LEDGF integ inh | ADAM10 inh | PLCg1 inh | DDE Tn6 FP inh
11 | COc1cc2c(cc1OC)CN(C(=O)CCNS(=O)(=O)c1ccccc1F)CC2 | 0 | -9 | 1.6 | -10 | 13 | -9 | -1 | -32 | -30 | 2
12 | CCCCCCSc1cccc(-c2nc3ccc(C)cn3c2NC2CCCCC2)c1 | 1 | -6 | -1.9 | 0 | 7 | -9 | 1 | -30 | -36 | 1
13 | CCOC(=O)c1sc(-c2ccc(OC)cc2)cc1N | 9 | 6 | 0.5 | -3 | 4 | -34 | -2 | -116 | -34 | -3
14 | CCc1noc(C)c1C(=O)Nc1nc(-c2cccs2)cs1 | 2 | 0 | 0.3 | 2 | 15 | -4 | -1 | 4 | -4 | -3
15 | CCc1nnc2n1N=C(c1ccc(Cl)cc1Cl)CS2 | 9 | 4 | -0.4 | -3 | 22 | 0 | 5 | -3 | 0 | 2

# Next part
[21] Cc1cccc(OCC(=O)N(Cc2ccccc2)c2c(N)n(Cc3ccccc3)c(=O)[nH]c2=O)c1
[22] Cc1ccccc1C(=O)N[C@H](C(=O)Nc1ccc(Cl)c(Cl)c1)C(C)C
[23] COc1ccccc1CNCc1ccc(C)cc1
[24] O=C(Cn1c(=O)oc2ccccc21)N1CCCCC1
[25] CC(=O)N1CCN(S(=O)(=O)c2ccc(C)cc2)C1C(C)C (stereo not drawn)
[26] COc1cc(NC(=O)Nc2cccc3cccnc23)cc(OC)c1OC
[27] COc1cccc(NC(=O)CN(C)C(=O)c2sc3cc(Cl)ccc3c2Cl)c1
[28] CCOC(=O)c1cc(C#N)c(C)nc1N(CC)CC
[29] C#CCSc1nsc(SCC#C)c1C#N
[30] COc1ccccc1CNS(=O)(=O)c1ccc(Br)s1

assay / compound,21,22,23,24,25,26,27,28,29,30
ASAP1 inh,2,4,-5,-3,3,1,8,9,15,-14
Tn7 DDE FP,-1,6,5,0,1,0,5,8,0,10
proKLK7 act,-0.4,0.7,0.0,-0.2,0.0,-0.1,1.1,-0.2,-0.1,-0.2
ARFGAP1 inhibitor,8,3,10,2,9,10,19,-6,7,-4
TDP2 inh,-4,2,4,8,14,-34,-13,-5,8,11
ADAM17 inh,-3,-2,1,-1,-4,13*,5,-3,1,-2
LEDGF integ inh,-4,0,3,-1,-1,2,-3,-2,3,-5
ADAM10 inh,-14,-6,0,5,1,13,18,-9,3,0
PLCg1 inh,2,-1,3,5,-1,15*,6,-3,-3,-1
DDE Tn6 FP inh,-5,-5,-10,-1,5,-6,-3,-3,5,3

[31] CSCCC(NC(=O)CCN1C(=O)c2ccccc2C1=O)C(=O)O (stereo not drawn)
[32] Cn1ccs/c1=N\C(=O)Nc1ccccc1
[33] COc1ccc(CN2CCN(c3ccccn3)CC2)cc1OCc1ccccc1
[34] CS(=O)(=O)c1cccc(-c2nnc(NC(=O)c3ccc4ncsc4c3)o2)c1
[35] CCCCn1c(N)c(N(CCOC)C(=O)c2ccc(-c3ccc(Cl)cc3)o2)c(=O)[nH]c1=O
[36] O=C(COC(=O)/C=C/c1cccc(C(F)(F)F)c1)NC(=O)NC1CCCC1
[37] COc1ccc(N2CCN(C3=CC(=O)N(c4cccc(Cl)c4)C3=O)CC2)cc1
[38] Cc1cccc(CS(=O)(=O)Cc2ccc(C(=O)NCCCN3CCOCC3)o2)c1
[39] O=C(Cc1ccccc1Cl)NCc1cccnc1
[40] Cc1ccc(/C=N/NC(=O)CSc2nc3ccccc3o2)cc1

assay / compound,31,32,33,34,35,36,37,38,39,40
ASAP1 inh,13,1,-2,-14,2,15,10,11,12,1
Tn7 DDE FP,3,-7,-2,-7,-5,-1,-5,9,0,-1
proKLK7 act,0.1,0.0,0.1,0.7,-1.8,0.5,0.2,-0.4,-0.1,-0.5
ARFGAP1 inhibitor,9,-3,16,6,13,2,12,3,-17,8
TDP2 inh,-1,-1,-7,9,2,7,-13,2,2,-18
ADAM17 inh,0,0,0,-1,-16,-7,-3,1,2,10*
LEDGF integ inh,-1,3,0,2,-1,-3,-4,1,3,2
ADAM10 inh,11,4,-4,-5,-52,-3,-1,4,1,22*
PLCg1 inh,2,6,2,-4,-12,3,2,2,-1,2
DDE Tn6 FP inh,-1,6,-5,0,0,5,-5,3,-8,-4

[41] Cc1nn(CCC(=O)NNC(=S)Nc2ccccc2)c(C)c1Br
[42] COc1ccc(CN(C)C(=O)C2CCN(C(=O)Nc3ccccc3)CC2)cc1OC
[43] O=C(Nn1c(C2CCCCC2)nc2ccccc2c1=O)c1ccc([N+](=O)[O-])cc1Cl
[44] CCOC(=O)c1ccc(S(=O)(=O)N2CCN(CC(O)COc3ccc(C#N)cc3)CC2)cc1 (stereo not drawn)

assay / compound,41,42,43,44
ASAP1 inh,15,0,11,-3
Tn7 DDE FP,-8,6,4,2
proKLK7 act,-0.5,0.3,0.2,-0.5
ARFGAP1 inhibitor,11,-12,-9,10
TDP2 inh,0,6,8,-2
ADAM17 inh,0,2,-1,-3
LEDGF integ inh,-3,-2,-2,8
ADAM10 inh,9,-12,3,3
PLCg1 inh,1,-3,0,9
DDE Tn6 FP inh,3,-2,-4,-7

# A second format for part of the listing above:
no.	Molecule	ASAP1 inh	Tn7 DDE FP	proKLK7 act	ARFGAP1 inhibitor	TDP2 inh	ADAM17 inh	LEDGF integ inh	ADAM10 inh	PLCg1 inh	DDE Tn6 FP inh
41	Cc1nn(CCC(=O)NNC(=S)Nc2ccccc2)c(C)c1Br	15	-8	-0.5	11	0	0	-3	9	1	3
42	COc1ccc(CN(C)C(=O)C2CCN(C(=O)Nc3ccccc3)CC2)cc1OC	0	6	0.3	-12	6	2	-2	-12	-3	-2
43	O=C(Nn1c(C2CCCCC2)nc2ccccc2c1=O)c1ccc([N+](=O)[O-])cc1Cl	11	4	0.2	-9	8	-1	-2	3	0	-4
